SW480 rerep – A quantitative high throughput screen for small molecules that induce DNA re-replication in SW480 colon adenocarcinoma cells | AID 624297, 2012 | Potency, µM (top dose mostly 46.1 µM), for the others: at the top dose re-replication activation, most hits filed as activators | 340,000 compounds, 1.8% hits | SW480 DNA re-replication, Hoechst DNA content imaging, 48 h; note: % of control where 0% means no effect; nearly all actives have a fitted effect of over 55% in size
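First, 250 cells per well were seeded. Next, compound or vehicle (23 nL) was pinned in, plates sat 48 hr at 37 C. Finally Hoechst was added for 40 min before fluorescence scanning.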
MCF10A rereplic – A quantitative high throughput screen for small molecules that induce DNA re-replication in MCF 10a normal breast cells; MCF 10A DNA re-replication, Hoechst nuclear intensity, 48 h; Potency, µM (titrated, usually from 46.1 µM), for the others: at the highest dose activity, positive = re-replication, actives largely listed as activators; 350,000 compounds, 2.9% hits; AID 624296, 2012; note: % of control where 0% means no effect; nearly all actives have a fitted effect of over 50% in size
Numbers without * were called inactive; ? = inconclusive; [ ] = dose if it differs, or a comment. Calls come from the whole dose curve; as a rule, active = well fitted activation curve with a large enough effect; inconclusive = small, poorly fitted or top-dose-only effect; inactive = no such curve, though single readings can be large or run the other way. Potency is the fitted concentration of half-maximal effect. This is a subset; rates above refer to the full screens.

1) CN=C1C=CC(=C(c2ccc(N(C)C)cc2)c2ccc(N(C)C)cc2)C=C1
2) COc1ccc2nc(/C=N/NC(=O)[C@H](C)NC(=O)OC(C)(C)C)ccc2c1
3) CC1(C)S[C@@H]2[C@H](NC(=O)[C@@H](NC(=O)N3CCNC3=O)c3ccccc3)C(=O)N2[C@H]1C(=O)O
4) Fc1ccc(/C=C2\CCCC3=C2NC(=S)NC3c2ccc(F)cc2)cc1 (stereo not given)
5) C=CCSSSCC=C
6) CC(C)(C)CC(C)(C)c1cc(Cc2cc(C(C)(C)CC(C)(C)C)cc(-n3nc4ccccc4n3)c2O)c(O)c(-n2nc3ccccc3n2)c1
7) Cc1cc(C(=O)NCCc2ccc(S(=O)(=O)NC(=O)NN3CCCCCC3)cc2)no1
8) NC(C(=O)O)C(O)c1ccc(O)c(O)c1 (stereo not given)
9) COc1ccc(CNC(=O)c2sc3nc4c(c(C(F)(F)F)c3c2N)CCC4)cc1
10) CCC(C)C1NC(=O)C(Cc2ccc(O)cc2)NC(=O)C(N)CSSCC(C(=O)N2CCCC2C(=O)NC(CC(C)C)C(=O)NCC(N)=O)NC(=O)C(CC(N)=O)NC(=O)C(CCC(N)=O)NC1=O (stereo not given)
assay / compound | 1 | 2 | 3 | 4 | 5 | 6 | 7 | 8 | 9 | 10
SW480 rerep | ? | -1% | 0%[20.6 µM] | -10% | 5% | -3% | 2% | -6% | -2% | 2%
MCF10A rereplic | 18% | ? | 1%[20.6 µM] | -2% | 0% | -1% | 12% | 8% | 2% | 2%

11) O=C1[C@H]2[C@H]3[C@H](O)[C@H](O)C/C(=N\OC[C@@H](O)COCc4ccco4)[C@@H]3CC[C@H]2C(=O)N1c1ccc(F)cc1F
12) N[C@@H](Cc1ccc(O)c(I)c1)C(=O)O
13) CN1CCN(c2ccc([N+](=O)[O-])cc2/C=N/NC(=O)c2cccc([N+](=O)[O-])c2)CC1
14) CC(=O)N(C[C@@H](C)C(=O)O)c1c(I)cc(I)c(N)c1I
15) C=CC[C@@H]1C=C[C@H](O/N=C/[C@@H](NS(=O)(=O)c2ccc(C)cc2)[C@H](C)/C=C/CC(=O)OC)[C@@H](CO)O1
16) COc1ccc2c(c1)C(=O)[C@@H](OC(=O)NCc1ccc3c(c1)OCO3)[C@H](c1ccc(OC)c(Br)c1)O2
17) C/C(CCC(=O)OC[C@H]1O[C@H](C#Cc2ccccc2)C=C[C@@H]1Oc1ccc(C)cc1)=N\OC[C@@H](O)[C@H]1O[C@@H]2OC(C)(C)O[C@@H]2[C@H]1O
18) CCOC(C)OCC
19) COc1ccc(OC)c([C@H](O)CNC(=O)CN)c1
20) O=C(c1ccco1)N1CCN(c2ncnc3c2[nH]c2ccc(Cl)cc23)CC1
assay / compound | 11 | 12 | 13 | 14 | 15 | 16 | 17 | 18 | 19 | 20
SW480 rerep | -11% | -4% | -3% | -5%[20.6 µM] | -2% | ? | ? | -4% | 6%[20.6 µM] | 9%
MCF10A rereplic | 0% | 3% | -43%[inhibitor] | 9%[20.6 µM] | 3% | 8% | ? | -1% | 1%[20.6 µM] | ?

21) COc1ccc(O[C@H]2C=C[C@@H](c3ccccc3)O[C@@H]2CO/N=C/C[C@@H]2C=C[C@H](OC(C)=O)[C@@H](COC(C)=O)O2)cc1
22) O=C(O)Cc1cc(I)c(Oc2ccc(O)c(I)c2)c(I)c1
23) C/C(CCN1CCCCc2nc(C)c(C)cc21)=N\OC[C@@H](O)[C@H]1O[C@@H]2OC(C)(C)O[C@@H]2[C@H]1O
24) Cc1ccc(/C=C2/C(=O)C3(C)CCC2C3(C)C)cc1 (stereo not given)
25) CC[C@@]1(O)C[C@H](O[C@H]2C[C@@H](N(C)C)[C@@H](O[C@H]3C[C@@H](O)[C@@H](O[C@H]4CCC(=O)[C@@H](C)O4)[C@@H](C)O3)[C@@H](C)O2)c2c(cc3c(c2O)C(=O)c2c(O)cccc2C3=O)[C@H]1C(=O)OC
26) Cc1sc2nc(-c3ccncc3)[nH]c(=O)c2c1-c1ccccc1
27) CCOC(=O)COc1cccc2c(=O)n(CC(=O)NCCc3ccc(OC)c(OC)c3)ccc12
28) CCOC(=O)c1c(NC(=O)C2=C(C)NC(=S)NC2c2ccc(CC)cc2)sc(C)c1C (stereo not given)
29) OCCCNc1ccccc1
30) C#CCOCCOCCOCCNc1nc(N2CCN(C(=O)[C@H](C)n3cc(CCCN=C(N)N)nn3)CC2)nc(N2CCN(C(=O)[C@H](Cc3ccc(O)cc3)n3cc(CCO)nn3)CC2)n1
assay / compound | 21 | 22 | 23 | 24 | 25 | 26 | 27 | 28 | 29 | 30
SW480 rerep | 2% | -1% | -1% | 1% | -10% | 0% | -9% | ? | -3% | -16%
MCF10A rereplic | 9% | ? | 7% | ? | -1% | 0% | 12% | 27% | 0% | 3%

31) CO[C@]1(NC(=O)C2SC(=C(C(N)=O)C(=O)O)S2)C(=O)N2C(C(=O)O)=C(CSc3nnnn3C)CS[C@H]21 (stereo not given in full)
32) Cc1cc2nc3c(=O)[nH]c(=O)nc-3n(C[C@H](O)[C@H](O)[C@H](O)COP(=O)(O)OP(=O)(O)OC[C@H]3O[C@@H](n4cnc5c(N)ncnc54)[C@H](O)[C@@H]3O)c2cc1C
33) Cc1ccc2c(c1)C1C=CCC1C(C(=O)O)N2 (stereo not given)
34) NC(N)=NC[C@@H]1COC2(CCCCC2)O1
35) CO[C@H]1[C@@H](OC(N)=O)[C@H](O)[C@@H](Oc2ccc3c(O)c(NC(=O)c4ccc(O)c(CC=C(C)C)c4)c(=O)oc3c2C)OC1(C)C
36) CCC(=O)O[C@@H]1[C@H](C)O[C@H](O[C@H]2[C@@H](N(C)C)[C@H](O)[C@@H](O[C@@H]3[C@@H](CC=O)C[C@@H](C)[C@@H](O)/C=C\C=C/C[C@@H](C)OC(=O)C[C@@H](OC(=O)CC)[C@H]3OC)O[C@H]2C)C[C@]1(C)O
37) C[C@H]1CC[C@]2(OC1)O[C@@H]1C[C@@H]3[C@@H]4CC[C@H]5C[C@@H](O)CC[C@]5(C)[C@@H]4CC(=O)[C@@]3(C)[C@H]1[C@@H]2C
38) C[C@H]1[C@@H](OC(=O)CCC(=O)O)OC2OC3(C)CC[C@H]4[C@H](C)CC[C@@H]1[C@@]24OO3 (stereo not given in full)
39) CO[C@H]1/C=C/O[C@@]2(C)Oc3c(C)c(O)c4c(O)c(c(/C=N\N5CCN(C6CCCC6)CC5)c(O)c4c3C2=O)NC(=O)/C(C)=C\C=C\[C@H](C)[C@H](O)[C@@H](C)[C@@H](O)[C@@H](C)[C@H](OC(C)=O)[C@@H]1C
40) CCC(C)C(=O)OC1CCC=C2C=CC(C)C(CCC3CC(O)CC(=O)O3)[C@@H]21 (stereo not given in full)
assay / compound | 31 | 32 | 33 | 34 | 35 | 36 | 37 | 38 | 39 | 40
SW480 rerep | -5%[20.6 µM] | -9% | 1% | -3%[20.6 µM] | 0%[20.6 µM] | -1%[20.6 µM] | 0%[20.6 µM] | ? | ? | ?
MCF10A rereplic | 2%[20.6 µM] | -1% | -2% | 2%[20.6 µM] | -1%[20.6 µM] | -2%[20.6 µM] | 6%[20.6 µM] | ? | 8% | ?

41) Cc1cc(C)c(NC(=O)C[C@H](CC(=O)O)c2cccc3ccccc23)c(C(=O)N2CCC3(CCCC3)CC2)c1
42) O=C(NC1CCCCC1)C(c1cc2c(cc1[N+](=O)[O-])OCO2)N1CCCCC1 (stereo not given)
43) CO/N=C(/C(=O)N[C@@H]1C(=O)N2C(C(=O)O)=C(CSC(=O)c3ccco3)CSC12)c1csc(N)n1 (stereo not given in full)
44) N[C@H](COP(=O)(O)O)C(=O)O
45) O=C(O)c1cc(N=Nc2ccc(O)c(C(=O)O)c2)ccc1O
46) CC(=O)N[C@@H]1C(O)OC(CO)C(O)C1O (stereo not given in full)
47) CO/N=C(\C(=O)N[C@@H]1C(=O)N2C(C(=O)[O-])=C(C[n+]3cccc4c3CCC4)CS[C@H]12)c1csc(N)n1
48) CCCNC(=O)OC[C@H]1O[C@H](CCO/N=C/C[C@@H]2C=C[C@H](OC(C)=O)[C@@H](COC(C)=O)O2)C=C[C@@H]1Oc1ccc(OC)cc1
49) Cc1nn(-c2ccccn2)c2c1C(c1c(F)cccc1Cl)C1=C(N2)c2ccccc2C1=O (stereo not given)
50) COC(=O)C1=C(C)NC(C)=C(C(=O)OC(C)C)[C@H]1c1cccc2nonc12
51) Cn1c(=O)c2c(ncn2C[C@@H](O)CO)n(C)c1=O
assay / compound | 41 | 42 | 43 | 44 | 45 | 46 | 47 | 48 | 49 | 50 | 51
SW480 rerep | ? | ? | 0% | 0% | -4% | -7% | 0% | -1% | 0% | 1%[20.6 µM] | 0%[20.6 µM]
MCF10A rereplic | ? | ? | 5% | 2% | -8% | 0% | 15% | 10% | 7% | -3%[20.6 µM] | -2%[20.6 µM]

High-throughput results deposited in PubChem by National Center for Advancing Translational Sciences (NCATS).
